EWS-Fli inh: EWS/Fli-driven NR0B1 reporter inhibitors, primary screen, A673 cells, NR0B1 luciferase, luminescence, MLPCN library; viability-normalised; inhibition, % at 12.6 µM; 350,000 tested, 0.67% active; AID 651661, 2012;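 active means mean inhibition of at least 50% after viability correction, with every replicate also passing that limit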;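 further: firefly luciferase signal divided by Alamar Blue viability fluorescence both relative to DMSO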
PGC1a acetyl inh: inhibitors of PGC1a acetylation signal, primary screen, cell-based, U2OS, AlphaScreen, inhibitor mode. AlphaScreen anti-acetyl-lysine; with virally co-expressed GCN5 acetyltransferase. inhibition, % at 15.6 µM. 350,000 tested, 0.17% active. AID 651687, 2012;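 active means every replicate shows inhibition of at least 40%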;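 further: 0% = neutral control wells and 100% = positive control wells; some results beyond the cut were filed as inactive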
PglD inh: C. jejuni PglD acetyltransferase inhibitors, primary screen, biochemical, DTNB colorimetric, single point; purified PglD enzyme, DTNB colorimetric CoA detection; UDP-N-acetylbacillosamine N-acetyltransferase PglD (Campylobacter jejuni); AID 602405, 2012; 360,000 tested, 0.098% active; inhibition, % at 12.5 µM; in the data active means inhibition above about 16%, passing the limit was not always enough; further: strong numbers were not always called active
PAX8 reporter: inhibitors of PAX8-driven TPO luciferase reporter, primary screen, RMG-I cells, single concentration; AID 652154, 2013; inhibition, % at 12.6 µM; 360,000 tested, 1.2% active; SteadyGlo, 24 h;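 active means mean replicate inhibition at least 60% with every replicate also reaching 60%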;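 further: luciferase light reporting Pax8 driven TPO promoter activity; plate controls were median of neutral control wells for no effect and mitoxantrone controls for full effect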
LGR2 inh: inhibitors of bursicon-induced LGR2 CRE-luciferase signal, primary screen, cell-based, HEK293, CRE-luciferase reporter, bursicon stimulation; Drosophila bursicon receptor LGR2 (rickets); inhibition, % at 9.99 µM; 380,000 tested, 0.35% active; bursicon-stimulated, 4 h;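 active means drop in luminescence signal, shown as inhibition above about 50% in the replicate tests, limit read from the data, passing the limit was not always enough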;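 further: agonist challenge used bursicon conditioned medium at about half maximal strength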
ERAP1 HTS inh: human ERAP1 aminopeptidase inhibitors, primary screen, biochemical, single point, plate reader; recombinant ERAP1, Leu-AMC fluorescence, 60 min; inhibition, % at 10.7 µM; 340,000 tested, 0.15% active; AID 652197, 2013;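 active means mean replicate inhibition of at least 30%, or all replicates individually reaching that 30% level; inactive means mean below 30% and not every replicate reaching it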;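 further: 0% = neutral control wells and 100% = L-leucinethiol positive control wells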
Target sequence (Q9NZ08 whole entry, looked up): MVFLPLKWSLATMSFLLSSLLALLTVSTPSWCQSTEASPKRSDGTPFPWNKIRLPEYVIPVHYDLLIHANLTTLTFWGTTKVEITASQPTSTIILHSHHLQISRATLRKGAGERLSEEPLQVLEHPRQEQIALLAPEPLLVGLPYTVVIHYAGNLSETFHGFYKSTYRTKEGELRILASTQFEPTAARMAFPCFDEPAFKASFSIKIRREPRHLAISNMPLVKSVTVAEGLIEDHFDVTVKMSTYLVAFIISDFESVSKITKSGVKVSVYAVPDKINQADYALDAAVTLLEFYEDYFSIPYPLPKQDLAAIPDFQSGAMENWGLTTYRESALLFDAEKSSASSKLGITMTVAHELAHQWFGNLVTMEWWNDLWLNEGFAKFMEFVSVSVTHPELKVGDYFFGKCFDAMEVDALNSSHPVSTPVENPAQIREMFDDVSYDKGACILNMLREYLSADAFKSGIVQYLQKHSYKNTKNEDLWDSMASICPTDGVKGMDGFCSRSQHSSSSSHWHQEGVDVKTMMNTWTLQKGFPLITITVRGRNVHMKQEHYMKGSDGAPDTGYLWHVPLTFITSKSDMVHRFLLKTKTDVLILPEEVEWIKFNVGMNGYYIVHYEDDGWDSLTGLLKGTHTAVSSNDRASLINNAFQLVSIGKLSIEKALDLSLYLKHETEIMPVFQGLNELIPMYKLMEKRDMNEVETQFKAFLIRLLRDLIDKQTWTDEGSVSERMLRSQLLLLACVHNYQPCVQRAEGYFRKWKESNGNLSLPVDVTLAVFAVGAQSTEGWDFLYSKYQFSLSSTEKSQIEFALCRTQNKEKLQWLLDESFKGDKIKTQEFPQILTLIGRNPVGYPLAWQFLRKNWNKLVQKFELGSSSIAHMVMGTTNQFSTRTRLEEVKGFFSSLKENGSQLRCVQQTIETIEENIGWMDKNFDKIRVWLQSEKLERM
S100A4 MyoIIA: inhibitors of S100A4-myosin IIA peptide binding, primary screen, biochemical, fluorescence polarization, TAMRA-MyoIIA peptide. Protein S100-A4 (Homo sapiens), P26447. 360,000 tested, 0.14% active. inhibition, % at 10.7 µM;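 active means mean inhibition of at least 70% across replicates, with every replicate also reaching that level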
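Compound dosing: one dose per compound; test system: human S100A4 monomer with TAMRA-labelled myosin IIA peptide; probe or stimulus: TAMRA-labelled myosin IIA heavy-chain peptide probe, 5 nM; medium: HEPES buffer with Ca2+, pH 7.2; schedule: 5 min incubation before reading; benchmarks: neutral control DMSO, positive control TFP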
FN deposit inh: inhibitors of fibronectin matrix deposition, primary screen, AH1F cells, Alexa488-fibronectin fluorescence, plate reader. AH1F fibroblasts, overnight. inhibition, % at 12.6 µM. 350,000 tested, 0.086% active. AID 743247, 2014;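 active means mean inhibition across replicates of 30% or more, regardless of how many single replicates reach that level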;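 further: positive control wells lacked labelled fibronectin entirely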
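Material: AH1F fibroblasts assembling fluorescent fibronectin matrix; amount: 10000 AH1F cells/well; medium: DMEM, 2% serum; reagent: Alexa488-fibronectin, 24 nM final in well; dosing: single compound dose, delivered by pin transfer; incubation: 1 h adhesion, overnight exposure; detection: fluorescence after three HBSS washes, excitation 485 nm, emission 525 nm; measure: fibronectin deposition inhibition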
* marks the source's active call; other numbers are inactive results; . = no result given; & = joins results of further samples.

1: CNC(=O)c1cc(S(=O)(=O)Nc2ccc3c(c2)OCO3)ccc1C
2: C[C@@H]1CN([C@@H](C)CO)C(=O)CCCn2cc(nn2)CO[C@H]1CN(C)C(=O)Nc1ccccc1
3: O=C(NC(Cc1ccccc1)C(=O)O)OCC1c2ccccc2-c2ccccc21 (stereo not given)
4: O=C(C[C@H]1C[C@H]2c3cc(NC(=O)NC4CCCC4)ccc3O[C@H]2[C@@H](CO)O1)NCc1ccc(Oc2ccccc2)cc1
5: C=CCn1c(SCC(=O)N(CC)C2CCS(=O)(=O)C2)nc2sc3c(c2c1=O)CCC3 (stereo not given)
6: COc1ccc(N=Cc2c(O)c3ccccc3oc2=O)cc1
7: Cn1cnc(S(=O)(=O)N[C@@H]2CC[C@@H](CC(=O)Nc3ccccc3)O[C@@H]2CO)c1
8: C[C@@H]1CN([C@@H](C)CO)C(=O)c2cc(NC(=O)CCC(F)(F)F)ccc2O[C@@H](C)CCCCO[C@@H]1CN(C)C(=O)Nc1ccc(C(F)(F)F)cc1
9: Cc1ccc(S(=O)(=O)/N=C/c2cc(Br)ccc2O)cc1
10: COc1ccccc1Cc1c(-c2ccc(Cl)cc2)nc2c(C)cc(Br)cn12
Assay by compound | 1 | 2 | 3 | 4 | 5 | 6 | 7 | 8 | 9 | 10
EWS-Fli inh | -2.8 | -3.1&-3.1 | 3.2 | -3.6 | 2.9 | 3.6 | -1.7 | -0.7 | 7.8 | 37.1
PGC1a acetyl inh | -7.4 | 0.8 | 6.2 | 1.4 | 5.4 | 16.6 | 0.7 | 8.0 | 14.7 | 0.6
PglD inh | 2.0 | 3.8 | 2.6 | -1.3 | 1.7 | -4.2 | 9.3 | -0.4 | . | -3.6
PAX8 reporter | 2.8 | -20.4&-8.5 | -9.9 | -1.3 | 6.0 | 2.9 | . | 17.8 | -0.5 | 30.7
LGR2 inh | 24.5 | -12.0 | -2.7 | -5.1 | -3.4 | -20.9 | 5.2 | 12.1 | 9.2 | -9.6
ERAP1 HTS inh | 3.2 | 1.9&-2.6 | -3.4 | -2.1 | 2.6 | 7.2 | 0.1 | 1.8 | 1.8 | 1.4
S100A4 MyoIIA | -15.3 | 1.1&1.9 | -5.0 | 14.2 | -5.1 | -29.6 | -0.6 | -6.9 | -6.2 | -11.0
FN deposit inh | 6.3 | -3.3&3.7 | 4.2 | -7.1 | -6.6 | 5.3 | -3.9 | . | 12.2 | -2.6

11: Cc1cccc(-c2nc(CS(=O)CC(=O)NC(C)CCc3ccccc3)c(C)o2)c1 (stereo not given)
12: CCOc1ccc(S(=O)(=O)NCCC(=O)NCc2ccco2)cc1
13: COc1ccc(N(C)S(=O)(=O)c2cccc(C(=O)OCC(=O)c3c(N)n(C)c(=O)n(C)c3=O)c2)cc1
14: C/C=C(\C)C(=O)N[C@@H](C)CN1C2=NC[C@H](C(C)C)N2C[C@H]1Cc1ccc(OC)cc1
15: CC(C)(Oc1ccc(Cl)cc1)C(=O)OCC(=O)Nc1ncc(Cl)cc1Cl
16: COCC(=O)N1CCC(Oc2cccc(C(=O)NCc3ccccn3)c2)CC1
17: Cc1cccc(-c2ccc(C3[C@@H]4CN(C(=O)Nc5ccc(C(F)(F)F)cc5)C[C@H]3N4)cc2)c1 (stereo not given in full)
18: C[C@@H]1CN([C@@H](C)CO)C(=O)c2cc(NC(=O)c3ccccc3)ccc2O[C@@H](C)CCCCO[C@H]1CN(C)C(=O)Nc1ccc2c(c1)OCO2
19: COc1cccc(NC(=O)COc2ccc3c(c2)CCC3)c1
20: O=C(Nc1cccnc1)c1ccc(Cl)c(S(=O)(=O)N2CCCCC2)c1
Assay by compound | 11 | 12 | 13 | 14 | 15 | 16 | 17 | 18 | 19 | 20
EWS-Fli inh | . | . | 1.4 | -1.7 | . | 0.2 | -2.8&36.0 | -6.8 | -2.8 | 5.4
PGC1a acetyl inh | . | -8.7 | 12.4 | . | -0.6 | . | 92.8* | -7.0 | -8.4 | -4.2
PglD inh | -0.1 | -3.8 | -0.3 | 6.2 | -5.3 | -0.1 | . | -4.2 | . | -2.0
PAX8 reporter | 22.1 | 4.2 | 10.5 | -6.9 | 5.3 | -5.9 | 118.8* | -28.2 | -37.5 | .
LGR2 inh | -23.5 | . | 32.6 | -23.4 | . | 9.4 | 13.8 | -6.8 | . | -1.9
ERAP1 HTS inh | -2.0 | . | -0.4 | -6.0 | . | 1.4 | 3.6&1.0 | -0.9 | 1.7 | -1.4
S100A4 MyoIIA | 24.0 | . | 13.8 | -2.5 | . | 0.5 | -58.8&-14.2 | 1.0 | 0.3 | -1.7
FN deposit inh | 2.1 | 17.2 | -4.2 | 15.4 | 14.4 | 4.5 | 3.5 | . | 0.8 | 1.3

Five of the entries above in order of the PGC1a acetyl inh value, low to high:
| No. | SMILES | PGC1a acetyl inh |
| --- | --- | --- |
| 12 | CCOc1ccc(S(=O)(=O)NCCC(=O)NCc2ccco2)cc1 | -8.7 |
| 19 | COc1cccc(NC(=O)COc2ccc3c(c2)CCC3)c1 | -8.4 |
| 18 | C[C@@H]1CN([C@@H](C)CO)C(=O)c2cc(NC(=O)c3ccccc3)ccc2O[C@@H](C)CCCCO[C@H]1CN(C)C(=O)Nc1ccc2c(c1)OCO2 | -7.0 |
| 13 | COc1ccc(N(C)S(=O)(=O)c2cccc(C(=O)OCC(=O)c3c(N)n(C)c(=O)n(C)c3=O)c2)cc1 | 12.4 |
| 17 | Cc1cccc(-c2ccc(C3[C@@H]4CN(C(=O)Nc5ccc(C(F)(F)F)cc5)C[C@H]3N4)cc2)c1 (stereo not given in full) | 92.8* |

Going on with the list.
21: O=[N+]([O-])c1ccc2c(c1)oc1ccccc12
22: O=C(CCOc1ccccc1)Nc1ccnn1C1CCN(Cc2ccc(O)cc2)CC1
23: COCCn1c(SCC(=O)Nc2ccccc2)nc2c1c(=O)[nH]c(=O)n2C
24: C[C@@H]1CN([C@@H](C)CO)C(=O)Cc2cc(NS(=O)(=O)c3cn(C)cn3)ccc2O[C@@H]1CN(C)C(=O)Nc1ccc2c(c1)OCO2
25: COc1ccc(CNC(=O)c2cc(C3CC3)on2)cc1
26: COc1ccccc1NC(=O)CN1C(=O)C2(OCCCO2)c2ccccc21
27: CCOc1ccc(NC(=O)N2CCC(n3nnc4cc(C)ccc43)CC2)cc1
28: O=C(CCSc1nnc(-c2ccccc2)o1)N1CCOCC1
Assay by compound | 21 | 22 | 23 | 24 | 25 | 26 | 27 | 28
EWS-Fli inh | . | 1.6 | 2.5 | -0.6 | -47.3 | 6.7 | . | -9.4
PGC1a acetyl inh | 8.5 | 10.3 | . | -3.3 | -10.1 | -0.9 | -19.8 | .
PglD inh | -4.7 | -5.4 | 5.6 | 4.8 | 2.1 | . | 2.3 | .
PAX8 reporter | -5.1 | -31.3 | 4.1 | -4.4 | -48.1 | . | 5.8 | 21.7
LGR2 inh | . | 5.6 | . | 0.7 | -20.4 | 12.1 | . | 4.0
ERAP1 HTS inh | . | 0.6 | -4.5 | -0.7 | 2.9 | 0.0 | . | -0.6
S100A4 MyoIIA | . | 5.6 | 1.9 | -5.1 | -2.1 | 1.2 | . | -1.9
FN deposit inh | 4.2 | 0.7 | -7.6 | . | -1.4 | . | -0.9 | -2.5

Records listed so far that bear a hit mark in PGC1a acetyl inh:
nr	molecule	PGC1a acetyl inh	PglD inh	LGR2 inh	ERAP1 HTS inh	S100A4 MyoIIA
17	Cc1cccc(-c2ccc(C3[C@@H]4CN(C(=O)Nc5ccc(C(F)(F)F)cc5)C[C@H]3N4)cc2)c1 (stereo not given in full)	92.8*	.	13.8	3.6&1.0	-58.8&-14.2
